# Compound activity (PubChem)
# MBNL1-CUG inh = qHTS Assay for Inhibitors of MBNL1-poly(CUG) RNA binding; hit rate 0.036% among 280,000; Potency, µM (titrated, usually from 57.5 µM), without a hit: at the top dose activity change, negative = inhibition, hits mostly inhibitors; Muscleblind-like protein 1 (Homo sapiens), Q9NR56; TR-FRET MBNL1-His/biotin-(CUG)12 binding, 665/545 ratio; active means well fitted inhibition curve with a large enough effect in the signal ratio, with a control signal flat, not every such curve was filed as active; inconclusive means small, poorly fitted or top-dose-only effect, or effect the other way, or a change in a side signal; inactive means no such curve, though single readings can be large or run the other way; the % refers to the signal ratio; further: potency means the concentration at half of the fitted maximal effect; on the % scale 0 is the no-effect control and ±100 the full control effect
#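 MBNL1-His + Biotin-(CUG)12, cpd titration 92 nM–58 uM; Tb anti-His Ab 0.055 ng/ul, SA-XL665 5 nM (final); 60 min RT; ratiometric 665/545 nm, Ex 340 nm; normalized to buffer and full-complex controls.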
# CXXC DNA block = qHTS Fluorescence Polarization Assay for Inhibitors of MLL CXXC domain - DNA interaction. Histone-lysine N-methyltransferase 2A (Homo sapiens), Q03164. MLL-CXXC / FITC-HOXA9 DNA fluorescence polarization. Potency, µM (highest dose often 115 µM), inactives show at the top dose activity change, negative = inhibition, most hits filed as inhibitors. hit rate 0.037% among 290,000. AID 2662, 2010; active means well fitted inhibition curve with a large enough effect in the polarisation, with a control signal flat, not every such curve was filed as active; inconclusive means small, poorly fitted or top-dose-only effect, or effect the other way, or a change in a side signal; inactive means no such curve, though single readings can be large or run the other way; the % refers to the polarisation; further: potency means the concentration at half of the fitted maximal effect
#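 Fluorescence polarization: 7 uM MLL-CXXC (stock) preincubated 5 min with compounds, then 50 nM fluorescein-HOX-A9 DNA (stock) added; 30 min ambient. Buffer 50 mM Tris-HCl pH 7.5, 50 mM NaCl, 1 mM DTT, 0.05% BSA.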
# S-ASM inh = Inhibitors of Secretory Acid Sphingomyelinase (S-ASM): qHTS; Sphingomyelin phosphodiesterase (Homo sapiens), P17405; hit rate 0.006% among 340,000; Potency, µM (top dose mostly 57.5 µM), for inactives: at the highest dose activity change, negative = inhibition, hits mostly inhibitors; placental ASM, HMU-PC fluorogenic substrate, 60 min; further: potency means the concentration at half of the fitted maximal effect
# Target sequence (P17405 47-631 limits assumed): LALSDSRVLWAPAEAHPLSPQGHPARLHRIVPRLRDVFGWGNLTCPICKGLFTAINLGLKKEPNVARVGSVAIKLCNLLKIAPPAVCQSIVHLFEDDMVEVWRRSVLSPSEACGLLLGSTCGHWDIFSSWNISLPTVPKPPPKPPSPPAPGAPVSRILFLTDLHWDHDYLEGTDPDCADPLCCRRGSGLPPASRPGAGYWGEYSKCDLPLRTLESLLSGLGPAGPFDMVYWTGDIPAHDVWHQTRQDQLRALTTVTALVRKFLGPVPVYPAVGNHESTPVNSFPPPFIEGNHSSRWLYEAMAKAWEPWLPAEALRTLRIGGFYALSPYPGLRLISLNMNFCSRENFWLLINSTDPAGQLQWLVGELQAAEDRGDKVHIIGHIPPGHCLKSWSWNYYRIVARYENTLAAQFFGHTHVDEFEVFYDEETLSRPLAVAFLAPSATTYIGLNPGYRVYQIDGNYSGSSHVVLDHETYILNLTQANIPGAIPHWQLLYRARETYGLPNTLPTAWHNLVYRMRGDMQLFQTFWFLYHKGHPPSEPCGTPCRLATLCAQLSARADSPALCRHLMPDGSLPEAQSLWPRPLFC
#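 Fluorescence read-out (Ex 386 nm, Em 447 nm) after stopping the reaction at pH 10. Enzyme: ASM from human placenta; substrate HMU-PC0, 9 uM final; 60 min, 37 °C. Compound preincubation 10 min, ambient temperature.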
# FBPA coupling cs = qHTS Assay for Inhibitors of Fructose-1,6-bisphosphate Aldolase from Giardia Lamblia: Coupling assay counterscreen | coupling enzyme system counterscreen, AmpLite Red fluorescence | activity change, negative = inhibition, % at 58.2 µM, hits read low | hit rate 0.67% among 290,000 | AID 2472, 2010; in the data active means activity change below about -30%; further: on the % scale 0 is the no-effect control and ±100 the full control effect
#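 Counterscreen lacking aldolase: glyceraldehyde-3-phosphate coupling-enzyme reagent preincubated 10 min at RT with compound (at 57.5 uM final), then substrate/coupling system with AmpLite Red added; fluorescence read at 525/598 nm after 20 min RT.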
# A-T KAP1 phos = qHTS Assay for Identifying a Potential Treatment of Ataxia-Telangiectasia | hit rate 0.19% among 320,000 | […] A-T fibroblasts, KAP-1 phosphorylation AlphaLISA; neocarzinostatin DNA damage 30 min before lysis | Potency, µM (doses to about 57.5 µM), for inactives: at the top dose activation, usual class: activators; further: potency means the concentration at half of the fitted maximal effect; % of control where 0% means no effect; nearly all actives have a fitted effect of over 45% in size
#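 ATM-like activity read as KAP-1 phosphorylation via AlphaLISA donor/acceptor antibody pairs after lysis and 6 hr at 25C. Cells were ATM-null patient fibroblasts ([…], hTERT), dosed 60 min, then exposed to the DSB inducer NCS for 30 min.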
# TRPV1 agonist = HTS Assay for Compounds that Act as Agonists of the Vanilloid Receptor 1. Transient receptor potential cation channel subfamily V member 1 (Homo sapiens), Q8NER1. TRPV1-expressing cells, Fluo-8 calcium influx, agonist mode. activation, % at 8.33 µM. hit rate 0.19% among 320,000. AID 540275, 2011; in the data active means activation above about 80%; inconclusive means between about 30% and that limit; further: 0% is about no effect
#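 Cells expressing TRPV1 were dye-loaded with Fluo-8 and read kinetically: 10 s baseline, 3 min after compound (agonist portion), then 2 min after EC20 capsaicin (allosteric enhancer portion). Calcium-bound dye fluorescence at 480/520 nm.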
# KCNH2 WT inh = qHTS for Inhibitors of KCHN2 3.1: Wildtype qHTS; U2OS, BacMam KCNH2, thallium flux FluxOr; stronger effect = lower value; Voltage-gated inwardly rectifying potassium channel KCNH2 (Homo sapiens), Q12809; hit rate 0.37% among 340,000; activity change, % at 1.84 µM;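 active means maximum activity change below -70%; inconclusive means maximum activity change between -70% and -50%; inactive means maximum activity change above -50%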; further: on the % scale 0 is the no-effect control and ±100 the full control effect
#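 U2OS cells transduced with wild-type KCNH2 virus are loaded with FluxOr dye for 45 min, and thallium flux is measured in kinetic reads before and after stimulation buffer. Rate constants are normalized to DMSO controls.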
# GALK inhibitor = qHTS Assay for Inhibitors of Human Galactokinase (GALK); P51570; Purified GALK, Kinase-Glo residual ATP luminescence; Potency, µM (top dose mostly 57.5 µM), for the others: at the top dose activity change, negative = inhibition, most hits filed as inhibitors; hit rate 0.007% among 270,000; further: potency means the concentration at half of the fitted maximal effect; on the % scale 0 is the no-effect control and ±100 the full control effect
# Target sequence (P51570 whole entry, looked up): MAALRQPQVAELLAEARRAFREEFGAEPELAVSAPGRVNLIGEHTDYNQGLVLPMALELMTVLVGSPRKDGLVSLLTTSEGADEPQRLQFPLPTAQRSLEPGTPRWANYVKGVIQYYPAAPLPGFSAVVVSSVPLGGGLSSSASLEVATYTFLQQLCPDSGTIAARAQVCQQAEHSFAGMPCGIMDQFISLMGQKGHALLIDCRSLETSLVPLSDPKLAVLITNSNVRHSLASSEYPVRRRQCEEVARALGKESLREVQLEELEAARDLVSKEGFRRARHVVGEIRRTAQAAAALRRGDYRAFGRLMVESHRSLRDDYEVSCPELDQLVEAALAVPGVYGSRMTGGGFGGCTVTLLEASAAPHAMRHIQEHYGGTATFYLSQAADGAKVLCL
#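 The enzyme phosphorylates galactose (100 uM) using ATP (35 uM); inhibition is detected as higher residual ATP, quantified by bioluminescence after 1 h reaction at room temperature, pH 8.0.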
# KCNH2 3.1 block = qHTS for Inhibitors of KCHN2 3.1: Mutant qHTS. Potassium voltage-gated channel subfamily H member 2, brain isoform KCNH2 3.1 (human). U2OS KCNH2 3.1, thallium flux FluxOr; stronger effect = lower value. activity change, % (tested at about 1.8 µM). hit rate 0.95% among 340,000;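 active means maximum activity change below -70%; inconclusive means maximum activity change from -70% to -50%; inactive means maximum activity change above -50%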;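 further: thallium influx rate constant from kinetic fluorescence after stimulation buffer; on the % scale 0 is the no-effect control and ±100 the full control effect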
#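 U2OS cells transduced with KCNH2 3.1 mutant virus (1.77 x 10^8 /mL, 4 h), plated overnight at 37 C, loaded 45 min with FluxOr dye plus Red40 quencher. Thallium flux rate constant from kinetic reads after stimulation buffer, normalised to controls.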
# a7 integrin act = qHTS for Activators of Integrin-Mediated Alleviation for Muscular Dystrophy; alpha7betagal myoblasts, beta-gal FDG fluorescence, 48 h; Potency, µM (highest dose often 38.3 µM), for inactives: at the top dose activation, actives largely listed as activators; hit rate 0.064% among 350,000; AID 624291, 2012;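 further: potency means the concentration at half of the fitted maximal effect; 100% = response of the positive control SU9516; nearly all actives have a fitted effect of over 60% in size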
#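 alpha7betagal+/- myoblasts (passage 13, 250/well) treated 48 h at 37C with compounds at 1:260 dilution of DMSO stock. Lysed, then beta-galactosidase activity read as FDG fluorescence (ex 480/em 540) after 30 min, with pre-read for autofluorescence.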
# * = called active by the depositor; ? = inconclusive; . = not tested or not shown; [ ] = another dose, or the depositor's remark. Unless noted, the call rests on the fitted dose curve; in most records, active means well fitted curve in the direction sought with a large enough effect; inconclusive means small, poorly fitted or top-dose-only effect, or another doubt; inactive means no such curve, though single readings can be large; an effect the other way counts as inactive or inconclusive.
SMILES,MBNL1-CUG inh,CXXC DNA block,S-ASM inh,FBPA coupling cs,A-T KAP1 phos,TRPV1 agonist,KCNH2 WT inh,GALK inhibitor,KCNH2 3.1 block,a7 integrin act
CN1C(=O)[C@@H]2[C@@H]3C[C@@H]([C@H]4ON=C(c5ccc(Cl)cc5)[C@@H]34)[C@@H]2C1=O,-6.4%,2.1%,0.4%,-1.0,3.2%,0.2,13.5,-0.2%,-2.8,10.2%
CCc1cc2c3c(c1)C(C)CC(C)(C)N3C(=O)C2=O (stereo not given),.,2.2%,-0.3%,2.1,4.6%,-0.2,0.5,0.0%,7.3,-30.1%
COc1cccc(-c2nnc3sc(-c4ccccn4)nn23)c1,-4.8%,-9.5%,3.7%,-1.4,1.5%,2.4,-3.8,4.5%,-22.5,-14.6%
Cc1ccc(NC(=O)CCNC(=O)c2ccc([N+](=O)[O-])cc2)cc1S(=O)(=O)N(C)C,?,-1.8%,-1.3%,1.1,3.2%,-1.7,5.0,13.2%,1.3,2.0%
Cc1ccc(/C=N\NC(=O)c2cc([N+](=O)[O-])cc([N+](=O)[O-])c2)o1,?,0.2%,-3.3%,1.0,-3.1%,-1.5,6.0,.,0.6,11.8%
COc1ccc(C(CNC(=O)c2cccc(S(=O)(=O)N3CCOCC3)c2)N2CCCC2)cc1 (stereo not given),.,.,-1.2%,.,14.4%,-2.7,11.1,.,-6.9,?
COc1ccc(Br)cc1S(=O)(=O)N1CC(C)OC(C)C1 (stereo not given),?,-7.3%,1.0%,-2.5,-2.1%,-3.6,-2.9,0.8%,-12.8,10.2%
O=C(Nc1ccc(CCC(=O)N2CCCC2)cc1)c1ncn[nH]1,5.1%,11.3%,4.5%,3.3,-1.5%,-1.5,9.4,-1.5%,-5.4,1.9%
COc1cc2c(cc1OC)C(C(=O)Nc1ccccc1N1CCN(C)CC1)C1c3ccccc3CCN1C2=O (stereo not given),-4.9%,-20.4%,0.0%,4.8,-2.3%,27.0,6.8,2.7%,-19.5,-6.3%
Cc1cc(N2CCOCC2)n2nc(C)c(-c3ccccc3Cl)c2n1,-1.3%,3.4%,7.7%,-0.7,-0.2%,?,26.2,.,7.7,?
CCC1(c2ccc(F)cc2)NC(=O)N(CC(=O)N2c3ccccc3NC(=O)CC2C)C1=O (stereo not given),.,.,-0.6%,.,-5.3%,-2.9,-2.6,.,-7.0,14.5%
COc1cccc(C(=O)Nc2nnc(Cc3ccc(OC)c(OC)c3)s2)c1,-5.7%,1.9%,-1.7%,-5.7,1.1%,-2.0,2.6,2.0%,0.0,-10.5%
COc1cc(/C=N/NC(=O)COc2ccccc2C)ccc1OC(=O)c1cccs1,-8.0%,12.6%,-10.5%,3.9,4.8%,-1.5,0.9,-0.6%,1.0,-3.2%
O=C(COC(=O)c1ccc(F)cc1F)NC(=O)Nc1ccc2c(c1)OCCO2,.,.,2.2%,.,-7.2%,-4.7,-1.5,.,?,-8.2%
COc1cc(C)c(C#N)c(OC)n1,-9.2%,-5.7%,-0.5%,-2.8,-1.8%,-3.2,29.2,-0.4%,.,13.4%
C/C(CC(C)(C)c1ccccc1)=N\NS(=O)(=O)c1ccccc1,-15.6%,-4.2%,-4.2%,1.5,-1.1%,3.8,-2.3,-1.3%,12.6,4.9%
CC(C)(C)C(=O)COC(=O)c1cc2ccccc2cc1O,2.0%,2.0%,1.3%,2.9,0.1%,7.6,8.3,-0.5%,0.5,-22.5%
Cc1ccc(C(=O)CCC(=O)N2CCN(c3ccccc3O)CC2)cc1,.,.,1.1%,.,-1.3%,1.8,-0.7,.,-18.0,9.8%
CCN(CC)C(=O)C1=C(C)NC(=S)NC1c1ccc(C)s1 (stereo not given),-3.4%,7.3%,5.4%,-6.7,-4.5%,-0.4,-23.0,-1.1%,5.1,3.4%
CN(C)C(=O)CN(c1ccc(F)c(Cl)c1)S(C)(=O)=O,-0.9%,8.4%,2.6%,0.3,-8.9%,-3.0,-11.0,0.4%,-0.1,25.9%
O=C(Nc1nnc(/N=C/c2ccco2)s1)c1ccc(F)cc1,-2.2%,-6.9%,0.6%,-1.8,2.1%,0.2,-3.6,-1.3%,-1.4,7.3%
COCCSc1nnc(NC(=O)C2CC(=O)N(c3ccc(C)cc3)C2)s1 (stereo not given),-5.6%,0.5%,0.8%,4.7,2.2%,15.9,-25.4,-2.3%,3.6,16.0%
COC(=O)c1ccc(N(CC(=O)NC2CCCC2)C(=O)CNC(=O)c2cccs2)cc1,-4.1%,10.8%,-1.6%,-0.9,-4.1%,-2.6,-2.3,-3.0%,12.4,0.0%
COc1cc(C(=O)OCC(C)=O)ccc1OCc1c(C)noc1C,-2.6%,11.1%,5.2%,-2.0,-9.1%,-1.5,-7.4,-0.4%,-2.2,13.9%
O=C(C1CC1)N1CCc2cc(Br)cc(S(=O)(=O)NCc3ccccn3)c21,2.3%,2.3%,3.7%,1.0,2.0%,1.2,4.5,-4.2%,3.4,-21.2%
O=C(CC(CC(=O)c1ccccc1)c1ccncc1)c1ccccc1,.,.,3.0%,.,.,.,1.5,.,8.2,-2.8%
O=C(NCC(c1cccs1)N1CCOCC1)c1ccc(Br)o1 (stereo not given),-9.9%,-1.2%,0.8%,0.0,.,5.2,-0.6,-1.6%,-48.0,0.3%
Cc1ccccc1/C=N/NC(=O)CSc1nc2ccccc2o1,-1.5%,6.7%,-0.7%,-6.7,1.5%,4.5,-3.1,-0.5%,0.1,6.9%
COc1cccc(-c2cc3nc(-c4ccccc4)cc(N4CCCC(O)C4)n3n2)c1 (stereo not given),13.4%,-0.3%,.,1.0,17.3%,10.8,.,1.9%,-8.1,-50.3%[inhibitor]
Cc1ccc(-c2[nH]ncc2/C=N/n2c(COc3ccccc3C)nc3ccccc3c2=O)cc1,3.0%,0.0%,0.2%,0.3,2.1%,9.1,16.4,1.3%,3.9,-59.4%[inhibitor]
CC1CCN(C(=O)CNC(=O)c2ccc(Br)o2)CC1,.,.,2.7%,.,1.8%,.,3.2,.,-4.6,-8.7%
Cc1ccc(NC(=O)CSCc2cc(=O)n3ccsc3n2)c(C)c1,0.7%,7.0%,-0.8%,.,-4.0%,-2.2,-2.2,0.2%,5.8,?
CS(=O)(=O)NNC(=O)c1sccc1OCc1ncc(C(F)(F)F)cc1Cl,-15.9%,7.1%,3.3%,1.2,1.5%,3.9,3.1,.,0.2,-0.2%
Cc1ccc(C)n1-c1nn(S(=O)(=O)c2ccccc2)c2cccc(F)c12,-0.6%,-5.1%,-1.7%,2.9,-1.5%,1.0,11.0,.,-2.6,17.7%
Cc1cc(Cl)ccc1NC(=O)CCCN1C(=O)CCC1=O,9.7%,8.4%,1.2%,1.0,.,7.5,-3.4,1.9%,-1.4,-6.9%
CN(Cc1c(C(=O)N/N=C/c2cccs2)nnn1-c1nonc1N)c1ccccc1,?,2.4%,-5.5%,-13.9,-3.8%,?,-1.1,-3.8%,-11.9,-15.3%
CCCOc1ccc(-c2nn(-c3ccccc3)cc2/C=C2\SC(N)=NC2=O)cc1,.,36.3%[activator],409.6%[activator],6.4,-0.9%,-4.0,-11.7,-1.0%,-24.3,-1.9%
COc1cc(NC(=O)c2cccnc2)ccc1NC(=O)c1ccccc1Cl,-1.1%,5.6%,-6.7%,0.9,5.6%,1.9,-7.4,-0.7%,17.0,20.6%
CCOC(=O)c1sc(NC(=O)CCN2C(=O)c3ccccc3C2=O)c(C(=O)OCC)c1C,?,4.8%,-1.4%,0.1,-0.4%,6.3,-3.3,-2.9%,7.8,-8.2%
Cc1nn(Cc2ccccc2Cl)c(C)c1C(=O)NC1=NCCS1,-0.4%,10.2%,-2.8%,3.5,-9.4%,4.1,-10.5,9.9%,-12.4,8.1%
Cc1ccc(C)c(S(=O)(=O)/N=C(/Nc2ccccc2)c2ccccc2)c1,.,.,-0.4%,.,-19.1%,.,2.6,.,-1.2,-36.6%
Cc1ccc(Cn2c(=O)c3ccccc3n3c(CCC(=O)O)nnc23)cc1,.,.,-7.9%,.,.,.,-0.9,.,46.6,22.3%
